Mcl1-Bid inh: disrupts binding of human Mcl-1 to Bid peptide; Q07820; TR-FRET Mcl-1/Bid-Dy647 peptide binding, 1536-well; inhibition, % at 21.7 µM; 0.97% of 220,000 active; AID 1021;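 active means compounds that cut the binding signal by more than half at the single screening dose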;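 further: His-tagged Mcl-1 with europium anti-His antibody binding Bid BH3 peptide; 0% = Mcl-1 plus peptide wells and 100% = peptide-only wells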
Target sequence (Q07820 whole entry, looked up): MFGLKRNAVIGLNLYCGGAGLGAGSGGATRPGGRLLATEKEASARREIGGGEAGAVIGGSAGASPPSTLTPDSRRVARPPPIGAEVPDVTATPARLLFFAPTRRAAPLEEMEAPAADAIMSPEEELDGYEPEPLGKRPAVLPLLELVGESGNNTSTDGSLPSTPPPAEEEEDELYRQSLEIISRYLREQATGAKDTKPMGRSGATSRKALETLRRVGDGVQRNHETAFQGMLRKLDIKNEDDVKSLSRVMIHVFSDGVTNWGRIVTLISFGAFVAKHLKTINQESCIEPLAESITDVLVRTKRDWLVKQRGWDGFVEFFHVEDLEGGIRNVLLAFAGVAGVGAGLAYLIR
HRas wt GTP bind: modulators of GTP binding to human HRas wildtype; 0.14% of 190,000 active; GTP binding activity, % at 10 µM; GST-Ras wt beads, Bodipy-FL-GTP binding, flow cytometry; actives lie on both sides; P01112;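 active means GTP binding activity at least 20% away from the 100% baseline, either lowered as inhibitor or raised as activator; inconclusive means flagged as likely green fluorescent, judged across all proteins in the well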;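 further: 0% = unlabeled GTP competition control and 100% = no-compound control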
Target sequence (P01112 whole entry, looked up): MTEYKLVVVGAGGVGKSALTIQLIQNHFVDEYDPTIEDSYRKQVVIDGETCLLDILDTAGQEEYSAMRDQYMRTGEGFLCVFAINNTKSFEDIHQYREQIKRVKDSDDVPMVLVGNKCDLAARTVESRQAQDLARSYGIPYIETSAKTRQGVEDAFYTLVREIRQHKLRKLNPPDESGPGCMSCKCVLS
Rac1 mut GTP: human Rac1 activated mutant GTP binding change; P63000; GST-Rac1 activated beads, fluorescent GTP binding, flow cytometry; actives lie on both sides; 100% means binding = to untreated wells; percent activity (GTP binding), % at 10 µM; 0.11% of 190,000 active; AID 764;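 active means GTP binding at least 20 percentage points away from the 100% baseline, in either direction, so actives lie on both sides; inconclusive means Compound likely fluorescent itself, or too few beads counted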
Cdc42 wt: human Cdc42 wildtype GTP binding change, either direction; P60953; GST-Cdc42 beads, Bodipy-GTP binding, flow cytometry; actives lie on both sides; percent activity (GTP binding), % at 10 µM; 0.2% of 190,000 active; AID 761;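 active means percent activity GTP binding at least 20 points away from the 100% baseline, either down as inhibitor or up as activator; inconclusive means compound flagged as likely green fluorescent from well-wide comparison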;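 further: median bead fluorescence of bound Bodipy-FL-GTP at 100 nM; 0% = excess unlabeled GTP control and 100% = no compound control; below 100% means less GTP binding so inhibitor and above means activator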
Target sequence (P60953 whole entry, looked up): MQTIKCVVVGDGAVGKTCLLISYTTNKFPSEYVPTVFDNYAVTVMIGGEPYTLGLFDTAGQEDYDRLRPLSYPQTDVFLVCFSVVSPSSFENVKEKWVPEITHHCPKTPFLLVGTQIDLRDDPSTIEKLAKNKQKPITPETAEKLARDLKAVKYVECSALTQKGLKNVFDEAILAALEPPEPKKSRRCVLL
Avidin fluor: compound fluoresces at 488/530 nm on avidin beads; compound fluorescence 488/530 nm, flow cytometry; hits give high values; fluorescence (KMESF) at 10 µM; 0.38% of 220,000 active; AID 1775; in the data active means fluorescence above about 47; further: inactives centre near 10
Rab7 wt modul: alters GTP binding to wildtype dog Rab7. GST-Rab7 beads, fluorescent GTP binding, flow cytometry; actives lie on both sides; untreated = 100%, excess cold GTP = 0%. GTP binding activity (percent of control), % at 10 µM. 0.055% of 190,000 active. AID 758;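 active means fluorescent GTP binding to Rab7 beads changed by at least 20 points from the 100% baseline, either direction, mostly lower; inconclusive means compound itself probably fluorescent, or too few beads counted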;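 further: median green fluorescence of bound Bodipy-FL-GTP per Rab7 bead population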
GSH bead fluor: GSH bead compound fluorescence profile | 0.25% of 190,000 active | GSH beads flow cytometry, compound fluorescence 488/530 nm; hits give high values | fluorescence (KMESF) at 10 µM | AID 1776; in the data active means fluorescence above about 89;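 further: glutathione beads carrying GST-tagged Bcl family fusion proteins plus one bare bead set; values are compound well signal with DMSO vehicle wells as background; inactives centre near 16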
Rab2 wt GTP: changes GTP binding to wildtype dog Rab2A, up or down | GST-Rab2 wt beads, Bodipy-GTP binding, flow cytometry | GTP binding activity, % at 10 µM | 0.19% of 190,000 active | AID 760;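 active means GTP binding activity at least 20 points away from 100%, either lowered or raised; inconclusive means signal likely due to the compound's own green fluorescence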;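 further: 0% = beads with excess unlabeled GTP and 100% = no-compound control corrected for plate trend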
Mcl1 Noxa PPI: disrupts binding of human Mcl-1 to Noxa peptide; inhibition, % at 21.7 µM; 1.5% of 220,000 active; AID 1022; Q07820; TR-FRET Mcl-1/Noxa peptide binding, 2 h;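 active means compounds that cut the protein-peptide binding signal by more than 50% relative to plate controls in a single-dose test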;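 further: His-tagged Mcl-1 with rhodamine Noxa BH3 peptide and terbium anti-His antibody; 0% = Mcl-1 plus Noxa peptide wells and 100% = peptide-only wells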
Rac1 wt GTP bind: alters GTP binding to wildtype human Rac1. P63000. GST-Rac1 beads, fluorescent GTP binding, flow cytometry; actives lie on both sides; 0 = cold GTP competed, 100 = untreated. GTP binding activity (% of control), % at 10 µM. 0.27% of 190,000 active;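 active means GTP binding activity at least 20 points away from the 100% control level, either lower or higher; inconclusive means compound flagged as likely green fluorescent, judged across all proteins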
Pf gametocyte: inhibitors of late stage P. falciparum gametocyte viability | 0.065% of 150,000 active | AID 743093 | P. falciparum stage V gametocytes, ATP luminescence, 24 h | inhibition, % at 10.9 µM;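 active means inhibition above the mean plus 3 SD of compounds within the control limits, set per campaign, cut at about 38% in these data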;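 further: 0% = DMSO wells and 100% = medium only without gametocytes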
* hit, by the source's call; ? = inconclusive; · = not tested or not shown.

The line under a structure holds: Mcl1-Bid inh | HRas wt GTP bind | Rac1 mut GTP | Cdc42 wt | Avidin fluor | Rab7 wt modul | GSH bead fluor | Rab2 wt GTP | Mcl1 Noxa PPI | Rac1 wt GTP bind | Pf gametocyte
- CCOC(=O)c1[nH]c(C)c(C(=O)NCc2ccccn2)c1C
  0 | 101 | 100 | 102 | 37 | 96 | 26 | 101 | -26 | 104 | ·
- CC(C)n1cc(/C=C(\C#N)S(=O)(=O)c2ccccc2)c2ccccc21
  8 | ? | ? | ? | 18 | ? | 33 | ? | 9 | ? | ·
- CC/C(=C\C1CCCCC1)C(NP(=O)(c1ccccc1)c1ccccc1)c1ccccc1 (stereo not given)
  9 | 102 | 97 | 96 | 13 | 105 | 18 | 103 | 19 | 105 | ·
- O=C(O)CCCC(=O)Nc1ccc(Br)cc1
  0 | 97 | 96 | 96 | 6 | 100 | 24 | 96 | -4 | 97 | -11
- CN(C)S(=O)(=O)c1ccc(/C(O)=C2/C(=O)C(=O)N(Cc3cccnc3)C2c2ccncc2)cc1 (stereo not given)
  -7 | 107 | 100 | 106 | 7 | 106 | 21 | 106 | 20 | 103 | 10
- CCC1Oc2ccc(C)cc2N(CC(=O)NCCN2C(C)CCCC2C)C1=O (stereo not given)
  -4 | 98 | 95 | 96 | 6 | 97 | 38 | 94 | 4 | 98 | ·
- CCOc1ccc(CCNC(=O)CSc2cc(=O)n(C)c3ccccc23)cc1OCC
  -13 | 98 | 99 | 100 | 15 | 98 | 13 | 98 | 12 | 100 | -3
- COC(=O)c1sccc1N/N=C(\C)c1ccc(F)c(Cl)c1
  8 | 104 | 102 | 107 | 19 | 98 | 11 | 103 | 13 | 104 | 18
- Nc1nnc(CC(=O)N2CCCCC2)s1
  1 | 100 | 101 | 102 | 9 | 99 | 16 | 100 | -3 | 108 | ·
- O=C(NCc1ccc2c(c1)OCO2)c1ccc(Cl)nc1
  -7 | 96 | 92 | 100 | 11 | 104 | 25 | 101 | 16 | 100 | -1
- Cn1c(Cn2c(=O)sc3ccccc32)nnc1SCC(=O)Nc1ccc2c(c1)OCO2
  -7 | 99 | 98 | 102 | 27 | 106 | 15 | 99 | 13 | 105 | ·
- CCN(CC)S(=O)(=O)c1cccc(C(=O)Nc2ccc(C#N)cc2)c1
  15 | 107 | 100 | 107 | 7 | 107 | 45 | 107 | 0 | 108 | 3
- COc1ccc(OC)c(CCNC(=O)c2ccc(CS(=O)(=O)c3ccc(Br)cc3)o2)c1
  3 | 95 | 95 | 99 | 6 | 94 | 15 | 96 | -10 | 96 | -25
- COc1cccc(C2c3c(oc4ccccc4c3=O)C(=O)N2CCCN(C)C)c1OC (stereo not given)
  -34 | 98 | 98 | 100 | 15 | 97 | 20 | 98 | 6 | 100 | ·
- O=C(CCNS(=O)(=O)c1ccc2c(c1)CCC(=O)N2)NCc1cccnc1
  -17 | 100 | 95 | 95 | 14 | 99 | 38 | 97 | 15 | 96 | ·

One compound at a time, from the list above. Values in the order: Mcl1-Bid inh	HRas wt GTP bind	Rac1 mut GTP	Cdc42 wt	Avidin fluor	Rab7 wt modul	GSH bead fluor	Rab2 wt GTP	Mcl1 Noxa PPI	Rac1 wt GTP bind	Pf gametocyte
Record of `CCC1Oc2ccc(C)cc2N(CC(=O)NCCN2C(C)CCCC2C)C1=O` (stereo not given) → -4	98	95	96	6	97	38	94	4	98	·
Record of `COc1cccc(C2c3c(oc4ccccc4c3=O)C(=O)N2CCCN(C)C)c1OC` (stereo not given) → -34	98	98	100	15	97	20	98	6	100	·
Record of `COc1ccc(OC)c(CCNC(=O)c2ccc(CS(=O)(=O)c3ccc(Br)cc3)o2)c1` → 3	95	95	99	6	94	15	96	-10	96	-25

The listing picks up, starting two compounds before the break.
The line under a structure holds: Mcl1-Bid inh | HRas wt GTP bind | Rac1 mut GTP | Cdc42 wt | Avidin fluor | Rab7 wt modul | GSH bead fluor | Rab2 wt GTP | Mcl1 Noxa PPI | Rac1 wt GTP bind | Pf gametocyte
- COc1cccc(C2c3c(oc4ccccc4c3=O)C(=O)N2CCCN(C)C)c1OC (stereo not given)
  -34 | 98 | 98 | 100 | 15 | 97 | 20 | 98 | 6 | 100 | ·
- O=C(CCNS(=O)(=O)c1ccc2c(c1)CCC(=O)N2)NCc1cccnc1
  -17 | 100 | 95 | 95 | 14 | 99 | 38 | 97 | 15 | 96 | ·
- Fc1ccc(-c2cc3nc(-c4ccccc4)cc(N4CCN(CCN5CCOCC5)CC4)n3n2)cc1
  -2 | 98 | 97 | 99 | 35 | 97 | 13 | 97 | 12 | 97 | ·
- O=C(Oc1ccccc1O)c1cccc2ccccc12
  -41 | 96 | 92 | 93 | 6 | 101 | 23 | 95 | -3 | 93 | -18
- CCN1CCN(C(=O)C(=O)c2c(C)[nH]c3ccccc23)CC1
  -22 | 101 | 99 | 100 | 9 | 105 | 23 | 102 | 1 | 102 | 8
- CCN1CCN(C(=O)c2cc3cc([N+](=O)[O-])ccc3oc2=O)CC1
  -15 | 96 | 96 | 101 | 8 | 104 | 20 | 101 | 10 | 98 | 11
- COc1ccc(CC(C(=O)Nc2cccc(F)c2)c2nn[nH]n2)c(OC)c1 (stereo not given)
  -34 | 103 | 98 | 102 | 7 | 100 | 21 | 103 | 8 | 99 | 4
- Nn1c(-c2ccccc2Cl)nnc1-c1ccccc1Cl
  -28 | 99 | 98 | 99 | 8 | 97 | 102* | 98 | -6 | 102 | ·
- CCOC(=O)c1[nH]c2ccc(OC)cc2c1NC(=O)CN1CCC2(CC1)OCCO2
  -18 | 99 | 95 | 98 | 29 | 96 | 17 | 95 | -9 | 95 | -54
- COc1cccc(NC(=O)COc2ccccc2C(N)=O)c1
  -16 | 103 | 101 | 104 | 11 | 103 | 14 | 99 | -7 | 109 | ·
- O=c1c(C(c2ccc(O)cc2)c2c(O)nc3n(c2=O)CCS3)c(O)nc2n1CCS2
  -9 | 98 | 95 | 99 | 14 | 93 | 8 | 97 | 60* | 96 | ·
- CN(C)c1ccc(/C=N/NC(=S)NCc2ccco2)cc1
  -3 | 100 | 100 | 102 | 2 | 96 | 8 | 98 | 32 | 103 | 10
- CC(=O)C1=NOC(CNC(=O)c2c(-c3ccccc3Cl)noc2C)C1 (stereo not given)
  0 | 101 | 100 | 104 | 20 | 100 | 21 | 101 | -4 | 102 | 12
- c1ccc2c(CN3CCOCC3)c3ccccc3c(CN3CCOCC3)c2c1
  4 | 99 | 100 | 102 | 12 | 99 | 36 | 100 | 4 | 107 | 16
- Cc1ccc(C(=O)Cn2c(N3CCOCC3)nc3c2c(=O)n(C)c(=O)n3C)cc1
  -34 | 103 | 99 | 105 | 13 | 94 | 19 | 106 | 7 | 103 | ·
- CCOC(=O)C1=C(C)C2C3C(=O)N(c4ccccc4C)C(=O)C3C1(C)C1C(=O)N(c3ccccc3C)C(=O)C21 (stereo not given)
  -7 | 97 | 101 | 103 | 14 | 96 | 5 | 99 | -6 | 106 | 14
- Cc1cc(-c2nc3ccccc3o2)c2ccccc2n1
  -2 | 100 | 99 | 100 | 6 | 101 | 27 | 101 | -4 | 99 | -13
- CCC(C)NC(=O)CSc1nc(-c2cccs2)cc(C(F)(F)F)n1 (stereo not given)
  -22 | 99 | 93 | 102 | 12 | 99 | 54 | 96 | -8 | 101 | ·
- Cc1ccc(S(=O)(=O)c2cc3cc(Br)ccc3oc2=O)cc1
  -25 | 99 | 99 | 99 | 18 | 104 | 9 | 97 | 10 | 102 | ·
- CCC(=O)N1CCc2cc(S(=O)(=O)CCC(=O)Nc3ccc(F)c(F)c3)ccc21
  -10 | 98 | 97 | 98 | 9 | 97 | 41 | 98 | 6 | 97 | ·
- CCC(c1nc2ccccc2c(=O)n1CCCn1ccnc1)N1C(=O)c2ccccc2C1=O (stereo not given)
  -5 | 104 | 101 | 104 | 34 | 104 | 16 | 102 | 13 | 104 | ·
- CCc1ccc(NC(=O)Nc2cccc(OC)c2)cc1
  -18 | 100 | 95 | 99 | 9 | 107 | 12 | 104 | 11 | 105 | 12
- O=C(NCc1ccccc1)c1ccc(=O)[nH]n1
  -6 | 102 | 101 | 104 | 7 | 99 | 8 | 100 | 4 | 111 | 10
- CC(=O)c1c(C)nc2ccc(Cl)cn12
  -7 | 99 | 100 | 99 | 6 | 100 | 33 | 99 | 7 | 101 | ·
- Cc1ccnc(NC(=O)COC(=O)C2COc3ccccc3O2)n1 (stereo not given)
  -25 | 97 | 99 | 99 | 1 | 96 | 45 | 100 | 0 | 102 | ·
- CS(=O)(=O)N1CCC(Oc2ccccc2C(=O)NC2CCCCCC2)CC1
  -30 | 92 | 94 | 94 | 9 | 93 | 17 | 96 | -6 | 94 | 4
- O=C(CCc1ccccc1)Nc1cc(NC(=O)CCc2ccccc2)cc(C(=O)O)c1
  -3 | 96 | 93 | 98 | 10 | 103 | 11 | 98 | 11 | 98 | ·
- O=C1CC(SC(=NCc2ccc3c(c2)OCO3)Nc2ccccc2)C(=O)N1 (stereo not given)
  -16 | 99 | 98 | 99 | 5 | 98 | 29 | 98 | -7 | 104 | ·
- CCCn1c(N)c(C(=O)CSc2nnnn2-c2ccc(O)cc2)c(=O)n(C)c1=O
  2 | 100 | 99 | 100 | 12 | 98 | 34 | 99 | 12 | 102 | ·
- C=C(C)CSc1nnc(-c2ccc(C)cc2)n1N
  -5 | 99 | 100 | 101 | 12 | 95 | 75 | 99 | 8 | 102 | 10
- O=c1c2ccccc2c(C=NCc2ccccn2)c(O)n1-c1ccccc1Cl
  -1 | 97 | 95 | 94 | 11 | 104 | 11 | 98 | 15 | 100 | ·
- O=C1CC(Cc2ccc(Cl)cc2)C(=O)N1c1ccncc1 (stereo not given)
  -4 | 103 | 99 | 102 | 26 | 100 | 22 | 100 | -2 | 107 | ·
- COc1ccc(Cl)cc1-c1nc(SCC(=O)N(C)CCC#N)n[nH]1
  -9 | ? | ? | ? | 25 | ? | 7 | ? | 0 | ? | ·
- Cc1cccc(Nc2nn3c(=O)c4ccccc4nc3s2)c1
  -3 | 97 | 99 | 99 | 12 | 91 | 61 | 95 | 13 | 96 | ·
- Nc1nc2ccccc2cc1S(=O)(=O)c1ccccc1
  -5 | 93 | 94 | 94 | 11 | 89 | 12 | 92 | 19 | 94 | -5

Bioassay records from PubChem.
